Compound activity from PubChem BioAssay.
KAT2A inh – blocks human GCN5L2 histone acetyltransferase | GCN5L2 HAT assay, ThioGlo1 CoA-SH fluorescence | Potency, µM (doses to about 58.9 µM), without a hit: top-dose activity change, negative = inhibition, most hits filed as inhibitors | 390,000 tested, 0.21% active | Q92830
Target sequence (Q92830 whole entry, looked up): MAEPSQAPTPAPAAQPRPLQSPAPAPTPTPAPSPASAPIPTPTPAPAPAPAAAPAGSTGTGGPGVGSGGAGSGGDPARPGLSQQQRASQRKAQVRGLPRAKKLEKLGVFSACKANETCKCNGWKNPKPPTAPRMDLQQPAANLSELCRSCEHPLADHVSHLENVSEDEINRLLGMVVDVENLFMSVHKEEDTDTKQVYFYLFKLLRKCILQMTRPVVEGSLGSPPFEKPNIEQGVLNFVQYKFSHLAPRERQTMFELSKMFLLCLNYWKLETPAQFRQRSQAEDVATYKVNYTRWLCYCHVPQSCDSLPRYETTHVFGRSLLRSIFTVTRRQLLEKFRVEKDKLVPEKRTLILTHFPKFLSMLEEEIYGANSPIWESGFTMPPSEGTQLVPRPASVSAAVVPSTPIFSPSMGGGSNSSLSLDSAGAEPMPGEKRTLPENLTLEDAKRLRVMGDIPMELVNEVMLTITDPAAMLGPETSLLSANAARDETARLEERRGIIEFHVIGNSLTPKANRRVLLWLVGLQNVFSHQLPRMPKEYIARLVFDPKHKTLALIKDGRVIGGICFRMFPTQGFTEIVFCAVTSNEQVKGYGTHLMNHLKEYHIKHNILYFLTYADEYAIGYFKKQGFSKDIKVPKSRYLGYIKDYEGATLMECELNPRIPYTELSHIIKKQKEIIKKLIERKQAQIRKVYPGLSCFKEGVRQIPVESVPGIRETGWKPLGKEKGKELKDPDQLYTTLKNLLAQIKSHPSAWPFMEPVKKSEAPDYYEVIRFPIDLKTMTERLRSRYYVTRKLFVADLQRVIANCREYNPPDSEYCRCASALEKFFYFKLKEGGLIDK
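Enzyme at 20nM final was mixed with library compounds for 15 min at room temperature. Peptide H3(1-25) at 75uM, acetyl-CoA at 70uM and ThioGlo1 at 50uM were then added. Plates were read immediately and after 20 min (Ex340nm/Em540nm).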
N370S GC – inhibits or activates N370S mutant glucocerebrosidase; N370S GC spleen homogenate, 4MU-glucoside fluorescence; 330,000 tested, 0.092% active; Potency, µM (series often up to 59.4 µM), for the others: top-dose activity change, negative = inhibition, most hits filed as inhibitors; AID 2101;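 also: 0% = full enzyme activity and -100% = no enzyme basal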
FEN1 inhibitor – human FEN1 inhibition; Potency, µM (series often up to 114 µM), inactives show top-dose activity change, negative = inhibition, usual class: inhibitors; Recombinant FEN1 flap cleavage, fluorescence, 15 min; 390,000 tested, 0.35% active; AID 588795; also: nearly all actives have a fitted effect of over 65% in size
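In this screen, 50 nM flap DNA substrate was added to 10 nM FEN1 pretreated with compound for 15 min at room temperature; cleavage was followed with reads at 0 and 15 min, and Hill fitting gave concentration–response parameters.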
The depositor's hits bear a star; ? = inconclusive; . = no result given; & = joins results of further samples; [ ] = another dose, or the depositor's remark. Calls follow the shape of the dose curve; as a rule, active = well fitted curve in the direction sought with a large enough effect; inconclusive = small, poorly fitted or top-dose-only effect, or another doubt; inactive = no such curve, though single readings can be large; an effect the other way counts as inactive or inconclusive. Unless noted, % is scaled to controls: 0 for no effect and ±100 for the full control effect; potency is read from the fitted curve at half-maximal effect.

SMILES	KAT2A inh	N370S GC	FEN1 inhibitor
Cc1ccc(N(C(=O)CCCC(=O)Nc2ccccn2)C(C(=O)NC2CCCC2)c2ccc(O)cc2)cc1C (stereo not drawn)	2%	-19%	-6%
CSc1ccc(-c2nc3cnccn3c2Nc2ccc3c(c2)OCO3)cc1	0%	-1%	-20%
Cc1cccc(N(Cc2cc3cc(C)ccc3[nH]c2=O)C(=O)c2cccs2)c1	-2%	2%	12%
O=C(NCCNc1ccccc1[N+](=O)[O-])c1ccccc1F	-6%	-13%	2%
CCOC(=O)c1c(COc2ccccc2)oc2ccc(O)cc12	-7%	20%	-18%
Nc1nc(-c2ccccc2)nc2sc3c(c12)CCCC3	-5%	?	-17%
Cc1nn(-c2cccc(Cl)c2)c2nc(C(F)(F)F)[nH]c(=O)c12	-12%	2%	14%
CCCCn1c(SCC(=O)N2CCN(c3ccccc3)CC2)nc2ccsc2c1=O	-15%	19%	-2%
COc1cc(C(=O)N/N=C/c2sccc2C)cc(OC)c1OC	-12%	-9%	-3%
COc1cccc(/C=N/Nc2nccnc2Cl)c1O	-7%	-10%	-9%
COc1cc(NC(C)CCc2ccccc2)cc(OC)c1OC (stereo not drawn)	1%	-2%	-3%
N#C/C=C1/NC(=O)c2ccccc2S1	-1%	11%	-20%
CCCNS(=O)(=O)c1ccc(CCC(=O)N2CCCC2)cc1	4%	-8%	1%
O=C1CSC2(C(=O)N(Cc3cccc(F)c3)c3ccccc32)N1c1cccc(C(F)(F)F)c1 (stereo not drawn)	-12%	.	-15%
C=CCNC(=O)c1cnc2n(c1=O)CCS2	-3%	3%	-2%
Cc1ccc(S(=O)(=O)CCC(=O)Nc2nc3c(s2)CCCC3)cc1	40%[activator]	9%	-3%
CCCCN1C=C(C(=O)OC)C(c2ccccc2C(F)(F)F)C(C(=O)OC)=C1	-1%	.	0%
O=c1c2ccccc2oc2ccc(NCCCN3CCOCC3)cc12	-5%	-19%	-24%
COCCN(C(=O)/C=C/c1ccccc1)c1c(N)n(Cc2ccccc2)c(=O)[nH]c1=O	-9%	-1%	-6%
COC(=O)C1=C(CS(=O)(=O)c2ccc(Cl)cc2)NC(=O)NC1c1ccc(O)cc1 (stereo not drawn)	0%	-9%	22%
C=CCN(CC=C)C(=S)Nc1ccc(OC)c(OC)c1	25%	-5%	17%
CCC(C)n1c(=O)c2sccc2n2c(CCCC(=O)N3CCN(c4ccccc4)CC3)nnc12 (stereo not drawn)	-9%	.	18%
N#Cc1c(NCCO)nc(NCc2ccccc2)c2c1CCN(Cc1ccccc1)C2	-9%	1%	-16%
O=C(NCCc1nc(-c2ccccc2)cs1)c1ccc(Br)cc1	-11%	?	-16%
CCOC(=O)c1ccc(OCCOc2ccccc2C)cc1	?	9%	8%
O=C(Cc1nc2ccccc2[nH]1)c1ccc([N+](=O)[O-])cc1	-10%	-6%	5%
O=C(COC(=O)/C(=C/c1cccs1)c1cccs1)NC(c1ccccc1)c1ccccc1	-6%	17%	0%
COC(=O)c1cc(NC(=O)Cn2ncc3c([nH]c4ccccc43)c2=O)cc(C(=O)OC)c1	-8%	.	1%
COc1ccc(S(=O)(=O)N2CCOCC2)cc1NC(=O)CSc1nnnn1C1CC1	-6%	.	-4%
Fc1ccc(Nc2nc(Nc3ccc(F)cc3)nc(N3CCOCC3)n2)cc1	0%	.	16%
CN(C)C(CNC1CC(C)(C)NC(C)(C)C1)c1cccc(F)c1 (stereo not drawn)	0%	1%	-9%
CCOc1ccc(-n2cc(C(=O)c3cc(Cl)ccc3O)cc(C#N)c2=O)cc1	-7%	-9%	4%
COc1cc(OC)c(OC)cc1/C=N/NC(=O)C[n+]1ccccc1	-5%	-1%	-12%
C[C@H](NC(=O)C1CC(=O)N(c2ccc(F)cc2)C1)C(=O)N1CCCCC1 (stereo partly drawn)	-2%	-10%	19%
O=C(/C=C/c1ccc(O)c(O)c1)c1ccc(O)cc1O	9%	?	.
COc1ccc(COC(=O)c2ccc(Cl)c(S(=O)(=O)N3CC(C)OC(C)C3)c2)cc1 (stereo not drawn)	-18%	-1%	-17%
COc1ccc2c(CNC3CCCC3)c(C(=O)O)n(Cc3ccccc3C)c2c1	1%	.	1%
CCN(CC)CCN1C(=O)C(=O)/C(=C(/O)c2ccc(OC)cc2)C1c1cccs1 (stereo not drawn)	-16%	-26%	.
COc1ccc([C@H]2CC(=O)C=C(c3ccc4ccn(C)c4c3)C2)cc1	-16%	.	0%
CNC(=O)CN(C)S(=O)(=O)c1ccc(F)cc1	-12%	3%	-5%

Entries of single compounds, quoted from the list. Values in the order: KAT2A inh, N370S GC, FEN1 inhibitor
`COc1ccc2c(CNC3CCCC3)c(C(=O)O)n(Cc3ccccc3C)c2c1` is entered as 1%, ., 1%
`O=C(/C=C/c1ccc(O)c(O)c1)c1ccc(O)cc1O` is entered as 9%, ?, .
`COc1ccc(COC(=O)c2ccc(Cl)c(S(=O)(=O)N3CC(C)OC(C)C3)c2)cc1` (stereo not drawn) is entered as -18%, -1%, -17%
`CCC(C)n1c(=O)c2sccc2n2c(CCCC(=O)N3CCN(c4ccccc4)CC3)nnc12` (stereo not drawn) is entered as -9%, ., 18%
`C=CCN(CC=C)C(=S)Nc1ccc(OC)c(OC)c1` is entered as 25%, -5%, 17%

(further entries)
SMILES	KAT2A inh	N370S GC	FEN1 inhibitor
Cc1ccc(CNC(=O)CSc2c(C(C)C)cnc3c2c(=O)n(C)c(=O)n3C)cc1	-6%	.	-7%
CCCOP(=O)(c1ccc(N(C)C)cc1)C(O)c1cc(OC)c(OC)c(OC)c1 (stereo not drawn)	-5%	5%	-14%
O=C(Nc1cccnc1)C1CCN(S(=O)(=O)c2cccs2)CC1	-12%	-16%	-4%
O=C(CCN1C(=O)C2CC=C(Cl)CC2C1=O)NCc1ccccc1 (stereo not drawn)	-3%	0%	7%
COC(=O)CN(c1ccccn1)S(=O)(=O)c1ccccc1	-7%	8%	-2%
NCCc1nc2cccnc2n1-c1ccccc1	20%	.	1%
CCc1ccc(C(=O)CSc2n[nH]c(-c3ccncc3)n2)cc1	-7%	.	-4%
Cc1ccc(NC(=O)Cc2ccsc2)cc1Cl	-1%	13%	16%
COc1ccc(-c2csc(NC(=O)c3c(OC)cccc3OC)n2)cc1	-1%	0%	-1%
O=C(CN1C(=O)NC2(CCCCCCC2)C1=O)N1CCc2ccccc2C1	-8%	-1%	-6%
CC(OC(=O)CCCN=C1NS(=O)(=O)c2ccccc21)C(=O)Nc1ccccc1[N+](=O)[O-] (stereo not drawn)	-5%	-6%	-1%
C[C@@H](C(=O)Nc1cccc(S(=O)(=O)N2CCOCC2)c1)N1C(=O)C2CC=CCC2C1=O (stereo partly drawn)	?	9%	-5%
CCc1ccc(NC(=O)COC(=O)CCC2CCCC2)cc1	-10%	.	-15%
CCOC(=O)c1sc(N)c(C#N)c1CSc1nc2ccc(C)cc2[nH]1	.	29%	-2%
COc1ccc(OC)c(NC(=O)CCNS(=O)(=O)c2ccc3c(c2)c(=O)n(C)c(=O)n3C)c1	4%	20%	12%
CCCN(CCC)C1Sc2ccc(C(=O)OC)cc2NC1=O (stereo not drawn)	-8%	5%	-3%
CCOC(=O)c1c(NC(C)=O)c2c3c(sc2n1Cc1nc(-c2cccc(C)c2)oc1C)CCCC3	-5%	.	18%
Cc1cccc(-n2nc3c(c2NC(=O)c2ccco2)CSC3)c1C	-22%	3%	?
CC(=O)c1ccccc1NC(=O)COC(=O)c1ccccc1NC(=O)c1ccccc1	-3%	5%	-2%
O=[N+]([O-])c1ccc(CSc2nnc(SCc3ccccc3)s2)cc1	-6%	7%	-2%

In a second layout: four of the compounds above.
CCOC(=O)c1sc(N)c(C#N)c1CSc1nc2ccc(C)cc2[nH]1
  KAT2A inh: .; N370S GC: 29%; FEN1 inhibitor: -2%

COc1ccc(OC)c(NC(=O)CCNS(=O)(=O)c2ccc3c(c2)c(=O)n(C)c(=O)n3C)c1
  KAT2A inh: 4%; N370S GC: 20%; FEN1 inhibitor: 12%

CCCN(CCC)C1Sc2ccc(C(=O)OC)cc2NC1=O (stereo not drawn)
  KAT2A inh: -8%; N370S GC: 5%; FEN1 inhibitor: -3%

CCOC(=O)c1c(NC(C)=O)c2c3c(sc2n1Cc1nc(-c2cccc(C)c2)oc1C)CCCC3
  KAT2A inh: -5%; N370S GC: .; FEN1 inhibitor: 18%

Two entries picked at random from the list so far:
SMILES	KAT2A inh	N370S GC	FEN1 inhibitor
O=[N+]([O-])c1ccc(CSc2nnc(SCc3ccccc3)s2)cc1	-6%	7%	-2%
CCCN(CCC)C1Sc2ccc(C(=O)OC)cc2NC1=O (stereo not drawn)	-8%	5%	-3%

Remaining list, next part
SMILES	KAT2A inh	N370S GC	FEN1 inhibitor
CCc1nnc(NC(=O)CCN(c2ccc(C)cc2)S(=O)(=O)c2ccccc2)s1	-3%	3%	-7%
CC(C)C1C2=C(CC(C)(C)CC2=O)ON1c1ccccc1 (stereo not drawn)	-5%	2%	9%
Cc1ccc2[nH]c(O)c(N=Nc3ccccc3C)c2c1	-13%	-6%	-13%
COc1ccccc1N1CCN(c2c(CN3CCCC3)c(=O)oc3ccccc23)CC1	0%	.	6%
COC(=O)c1sccc1NC(=O)Cc1ccc(OC)cc1	1%	13%	-1%
CC(=O)Nc1ccc(S(=O)(=O)Nc2cccc(-c3cn4c(n3)SCC4)c2)cc1	-3%	-13%	-9%
CCOC(=O)C1(CC2CC2)CCN(Cc2ccc(OC)cc2F)CC1	?	16%	-1%
O=C(Nc1cccnc1)C1CCC(CNS(=O)(=O)c2cccc3nsnc23)CC1 (stereo not drawn)	-24%	-13%	-3%
CC(NC(=O)CSc1nc2c(c(C(F)(F)F)n1)CCc1ccccc1-2)c1ccccc1 (stereo not drawn)	-8%	8%	-20%
O=C(O)c1ccc(Nc2nc3ccccc3c3nncn23)cc1	3%	.	15%
Nn1c(C2CCC2)nc2cc(Cl)ccc2c1=O	-6%	3%	-3%
COc1cc2ccccc2cc1C(=O)Nc1ccc(Cl)cn1	-12%	11%	-17%
CCC(=O)Nc1ccc2c(c1)nc(CCNC(=O)c1ccco1)n2C	-7%	-14%	13%
CCN(CC)S(=O)(=O)c1cccc(C(=O)N[C@H](C(=O)OCC(=O)Nc2ccccc2)C(C)C)c1	-2%	?	-9%
Cc1nc2scc(C)n2c(=O)c1S(=O)(=O)Nc1ccc(N2CCN(C(=O)C(C)C)CC2)cc1	-4%&-10%	-8%	-19%&7%
COc1cc2cc(C(c3nnnn3Cc3ccc(F)cc3)N3CCCCCC3)c(=O)[nH]c2cc1OC (stereo not drawn)	0%	25%	-22%
Cc1[nH][nH]c(=O)c1C(c1ccc(-c2cccc(C(=O)O)c2)o1)c1c(C)[nH][nH]c1=O	0%	-7%	-18%
Cn1c(=O)c2[nH]c(-c3ccccc3)c(O)c2n(C)c1=O	-5%	-23%	-8%
CN=CC1=C(O)c2ccccc2C1=O	-8%	2%	-3%
COc1cc(N=Cc2c(O)[nH]c3ccccc23)cc(OC)c1OC	-18%	-12%	?
COc1ccc(-c2nnc3ccc(SCC(=O)N4CCOCC4)nn23)cc1	-8%	0%	18%
CCOC(=O)N1CCC(NC(=O)CSCc2nc(-c3ccc(OCC)cc3)oc2C)CC1	-6%	-18%	17%
Cc1ccccc1CNC(=O)C1CCCN(c2cnccn2)C1 (stereo not drawn)	-2%	-1%	11%
COc1ccc(/C=N\NC(=O)C2=NNC(=O)C2C)cc1 (stereo not drawn)	-8%	-4%	-8%
CN1CCN(c2c(F)cc3c(=O)c(C(=O)O)cn(CCF)c3c2F)CC1	0%&1%	-4%	.
O=C(NC(=S)N1CCN(c2nc(-c3ccccc3)cs2)CC1)c1cccnc1	2%	-4%	4%
COc1ccccc1N=Cc1c(C)[nH]n(-c2ccc(C)cc2C)c1=O	-4%	-6%	-17%
Cc1ccnc(NS(=O)(=O)c2ccc(C(C)(C)C)cc2)c1	-1%	1%	.
CCOc1ccc(-n2c(SCC(=O)Nc3cc(C)on3)nc3c(c2=O)SCC3)cc1	1%	-3%	8%
O=C(NCCCN1CCN(c2ccc(F)cc2)CC1)c1cc2c(Cl)nc3ccccc3c2s1	-1%	.	-7%
CC12CCC(=O)N1C(C(=O)Nc1cccc(S(=O)(=O)N3CCCCC3)c1)CS2 (stereo not drawn)	-6%	2%	3%
NC1(C(=O)O)C[C@H](C(=O)O)[C@H](C(=O)O)C1 (stereo partly drawn)	-9%&-12%&-5%	-3%&20%&8%	.
CN(C)C(=O)c1c([N+](=O)[O-])c(C(C)(C)C)nn1C	-3%	17%	-1%
c1cc(N2CCCC2)ccc1C(c1nnnn1C1CCCCC1)N1CCOCC1 (stereo not drawn)	-7%	-10%	-11%
COc1cc(-c2nc3cnccn3c2NC(C)(C)CC(C)(C)C)ccc1O	-19%	0%	-10%
Cc1ccc(-c2nc(CS(=O)CC(=O)NCCN3CCCCCC3)c(C)o2)cc1 (stereo not drawn)	3%	-2%	-3%
Cc1cccc(-c2n[nH]c(=S)n2/N=C/C=C/c2ccco2)c1	?	-22%	?
CCn1c(=O)c(C(=O)CN2CCN(S(=O)(=O)c3ccccc3)CC2)c(N)n(Cc2ccccc2)c1=O	-7%	-20%	-21%
Cc1cccc(-c2noc(CCC(=O)NC3CCCC3)n2)c1	-6%	2%	-2%
